# Glioma ERSR ind: qHTS for Inducers of the Endoplasmic Reticulum Stress Response (ERSR) in Human Glioma: qHTS; U87-MG GRP78 promoter luciferase reporter, 16 h; Potency, µM, for inactives: at the highest dose activation, usual class: activators; 420,000 compounds, 0.02% hits; further: potency means the concentration at half of the fitted maximal effect; series mostly up to about 76 µM; % of control where 0% means no effect; nearly all actives have a fitted effect of over 35% in size
#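 Stably transfected U87-MG glioma cells carrying a GRP78-based luciferase sensor; 16 h compound incubation. Luminescence end-point read 10 min after Bright-Glo addition at room temperature.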
# RGS4 inh: Inhibitors of Regulator of G Protein Signaling (RGS) 4: qHTS. Potency, µM (top dose mostly 114 µM), for inactives: at the highest dose activity change, negative = inhibition, most hits filed as inhibitors. 390,000 compounds, 0.039% hits. Transcreener GDP fluorescence polarization, RGS4-accelerated GTP hydrolysis. Regulator of G-protein signaling 4 (Homo sapiens), P49798; further: potency means the concentration at half of the fitted maximal effect; on the % scale 0 is the no-effect control and ±100 the full control effect; nearly all actives have a fitted effect of over 75% in size; some results filed as inactive show a strong effect at the top dose
#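 MLSMR compounds (23 nl, pin-transferred) preincubated 10 min at room temperature with a 500nM (2x) first reagent, then RGS4 at 900nM (2x) plus Transcreener GDP mix added; fluorescence polarization (620/688 nm) read before and after 90 min at 30 °C.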
# Vif-A3G inh: qHTS for Inhibitors of Vif-A3G Interactions: qHTS | HeLa A3G-eYFP + Vif (tagged APOBEC3G with the HIV-1 protein that degrades it), YFP fluorescence, overnight | AID 602310, 2012 | 410,000 compounds, 0.076% hits | DNA dC->dU-editing enzyme APOBEC-3G (Homo sapiens), Q9HC16 | Potency, µM (series often up to 46.1 µM), for the others: at the highest dose activity, negative = active, most hits filed as inhibitors;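 further: potency means the concentration at half of the fitted maximal effect; on the % scale 0 is the no-effect control and ±100 the full control effect; nearly all actives have a fitted effect of over 60% in size; hits raise eYFP signal because A3G escapes Vif-driven loss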
#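 HeLa cells stably expressing Vif and C-terminally eYFP-tagged A3G, seeded overnight at 37 deg C, then exposed to compound by pintool overnight at 37 deg C. Rise in yellow fluorescence (Ex 488/Em 500-530, Acumen) marks blocked Vif-driven A3G degradation.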
# ALOX12 inh: Primary qHTS assay for inhibitors of human arachidonate 12S-lipoxygenase (ALOX12): Round 2; 580,000 compounds, 1.1% hits; Potency, µM (series often up to 108 µM), without a hit: at the highest dose activity change, negative = inhibition, actives largely listed as inhibitors; purified 12hLO, xylenol orange hydroperoxide absorbance; Polyunsaturated fatty acid lipoxygenase ALOX12 (Homo sapiens), P18054; further: potency means the concentration at half of the fitted maximal effect; on the % scale 0 is the no-effect control and ±100 the full control effect
# Target sequence (P18054 whole entry, looked up): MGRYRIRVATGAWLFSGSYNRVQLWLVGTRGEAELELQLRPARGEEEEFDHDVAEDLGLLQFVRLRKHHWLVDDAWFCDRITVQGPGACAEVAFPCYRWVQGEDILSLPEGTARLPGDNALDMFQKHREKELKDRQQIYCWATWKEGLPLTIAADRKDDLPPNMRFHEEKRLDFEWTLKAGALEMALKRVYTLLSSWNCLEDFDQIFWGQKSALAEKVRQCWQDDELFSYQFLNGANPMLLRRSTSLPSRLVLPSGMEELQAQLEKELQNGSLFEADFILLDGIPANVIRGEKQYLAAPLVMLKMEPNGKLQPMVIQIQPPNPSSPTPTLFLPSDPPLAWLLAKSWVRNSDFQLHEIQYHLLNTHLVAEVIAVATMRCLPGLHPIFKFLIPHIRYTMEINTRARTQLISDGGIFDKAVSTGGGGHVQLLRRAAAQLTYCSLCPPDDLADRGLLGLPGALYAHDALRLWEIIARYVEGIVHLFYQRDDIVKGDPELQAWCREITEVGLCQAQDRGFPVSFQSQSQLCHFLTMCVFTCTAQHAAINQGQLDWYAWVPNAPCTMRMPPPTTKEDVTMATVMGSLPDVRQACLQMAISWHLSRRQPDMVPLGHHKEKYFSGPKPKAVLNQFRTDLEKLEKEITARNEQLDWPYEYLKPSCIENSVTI
#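 Purified human 12hLO (150 nM final) in 25 mM Hepes, 0.01% Triton X-100, pH 7.0 was preincubated 15 min at room temperature with compound. Then 40 uM arachidonic acid was added, 30 min. Hydroperoxide was read by Fe-XO absorbance ratio 573/405 nm.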
# D2 agonist: HTS Assay for Allosteric Agonists of the Human D2 Dopamine Receptor: Primary Screen for Agonists; activation, % at 2 µM; AID 485358, 2010; HEK293 T-REx D2 cells, calcium flux agonist mode; D(2) dopamine receptor (Homo sapiens), P14416; 340,000 compounds, 0.53% hits;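 active means activation over 3 SD above normal in the single-dose calcium agonist read, cut at about 30% in these data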; further: 0% is about no effect
# Target sequence (P14416 whole entry, looked up): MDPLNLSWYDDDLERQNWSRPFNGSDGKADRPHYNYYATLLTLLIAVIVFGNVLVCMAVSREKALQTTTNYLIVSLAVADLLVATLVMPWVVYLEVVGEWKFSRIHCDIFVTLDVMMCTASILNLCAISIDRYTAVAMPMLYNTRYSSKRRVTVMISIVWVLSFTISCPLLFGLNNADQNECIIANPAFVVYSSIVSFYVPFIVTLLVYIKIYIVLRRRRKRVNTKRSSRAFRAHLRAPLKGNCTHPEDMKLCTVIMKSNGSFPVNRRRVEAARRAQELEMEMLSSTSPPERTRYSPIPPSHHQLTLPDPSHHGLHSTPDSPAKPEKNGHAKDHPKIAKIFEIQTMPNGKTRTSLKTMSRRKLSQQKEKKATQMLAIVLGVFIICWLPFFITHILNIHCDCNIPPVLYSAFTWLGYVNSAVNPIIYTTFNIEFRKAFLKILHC
#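 In this primary screen, compounds producing a positive calcium signal within 180 s of addition to tetracycline-induced, force-coupled HEK293 Trex D2 cells are flagged; cells are dye-loaded with a no-wash calcium kit beforehand.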
# Vif-A3F inh: qHTS for Inhibitors of Vif-A3F Interactions: qHTS | HeLa A3F-eYFP + Vif (tagged APOBEC3F with the HIV-1 protein that degrades it), YFP fluorescence increase | Potency, µM (series often up to 46.1 µM), inactives show top-dose activity, negative = active | 390,000 compounds, 0.2% hits; further: potency means the concentration at half of the fitted maximal effect; % of control where 0% means no effect; nearly all actives have a fitted effect of over 65% in size
#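 HeLa cells stably expressing A3F-eYFP plus Vif, plated and incubated overnight at 37 deg C, then exposed to compounds overnight at 37 deg C. Blocked degradation read as raised yellow fluorescence (Ex 488/Em 500-530).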
# D2 antag: HTS Assay for Allosteric Antagonists of the Human D2 Dopamine Receptor: Primary Screen for Antagonists; D(2) dopamine receptor (Homo sapiens), P14416; HEK293 TREx D2 cells, calcium flux, dopamine EC80; inhibition, % at 10 µM; 340,000 compounds, 2% hits; AID 485344, 2010; in the data active means inhibition above about 30%; further: 0% is about no effect
#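 Compounds are added to dye-loaded, induced HEK293 T-REx cells coupled to calcium release via D2; after a 3 min kinetic read an EC80 dopamine stimulus is given and fluorescence is recorded for 3 more min.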
# ERG-DNA inh: qHTS for Small Molecule Inhibitors of the ERG Ets/DNA interaction; Transcriptional regulator ERG (Homo sapiens), P11308; fluorescence polarization, His-ERG Ets domain / labelled DNA; Potency, µM (series often up to 76.9 µM), without a hit: at the top dose FP activity, negative = inhibition, hits mostly inhibitors; 370,000 compounds, 0.028% hits; AID 624246, 2012; active means well fitted inhibition curve with a large enough effect in the polarisation, with a control signal flat; inconclusive means small, poorly fitted or top-dose-only effect, or effect the other way, or a change in a side signal; inactive means no such curve, though single readings can be large or run the other way; the % refers to the polarisation;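 further: polarization taken with two DNA probes labelled with fluorescein and Texas red; potency means the concentration at half of the fitted maximal effect; % of control where 0% means no effect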
#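 His-tagged ERG Ets domain (1 uM in the protein solution; 300mM KCl, 50mM Tris-HCl, 1mM EDTA, 1mM DTT, pH 7.5) received compound, then a probe mix of 5 nM fluorescein-DNA and 100nM Texas-615-DNA. Fluorescence polarization was read for both dyes.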
# LDHA block: qHTS assay for inhibitors of human lactate dehydrogenase; L-lactate dehydrogenase A chain (Homo sapiens), P00338; 480,000 compounds, 0.15% hits; activity change, % (values are at about 110 or 230 µM); purified LDHA, NADH/diaphorase-resazurin fluorescence; hits give low values; AID 1347041, 2019; in the data active means activity change below about -30%; inconclusive means mostly about -25% to -30%;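 further: plate controls were DMSO wells for no effect and wells without enzyme for full effect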
#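 Human LDH5 (2 nM) was incubated with 0.06 mM NADH and 0.2 mM pyruvate for 5 min at room temperature in Tris pH 7.4. Remaining NADH was coupled through diaphorase/resazurin, and resorufin fluorescence was read at 0 and 20 min.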
# * hit, by the source's call; i = inactive; ? = inconclusive; / = not tested or not shown; [ ] = another dose, or the depositor's remark. Unless noted, the call rests on the fitted dose curve; in most records, active means well fitted curve in the direction sought with a large enough effect; inconclusive means small, poorly fitted or top-dose-only effect, or another doubt; inactive means no such curve, though single readings can be large; an effect the other way counts as inactive or inconclusive. Only part of the results is shown; the hit share may differ from the screen's.
SMILES,Glioma ERSR ind,RGS4 inh,Vif-A3G inh,ALOX12 inh,D2 agonist,Vif-A3F inh,D2 antag,ERG-DNA inh,LDHA block
CCOc1ccc(C(=O)Cn2cnnc2C#N)cc1,1%,7%,1%,-42%,/,13%,/,1%,-5
CC1(C)CC(n2c(=S)[nH]c3ccccc3c2=O)CCO1 (stereo not given),1%,-15%,2%,-21%,1.9,-11%,5,2%,1
CC(c1ccccc1)N1C(=O)c2ccc(C(=O)NCc3cccnc3)cc2C1=O (stereo not given),-4%,0%,-1%,/,-0.2,-4%,-12,12%,-8
COc1cc(C(=O)N2CCCN(C)CC2)cc(OC)c1C,-1%,5%,-4%,2%,/,11%,/,-4%,-3
Cc1cccc(-c2nn3c(=O)cc(CN4CCN(C(=O)c5ccccc5Br)CC4)nc3s2)c1,-2%,-14%,-1%,1%,0.4,-7%,/,-4%,-1
CCOc1c(Cl)cc(CNc2nnnn2C)cc1OC,-3%,24%,-2%,?,-0.2,9%,-9,1%,-6
CNC(=O)CC1C(=O)N(C)C(=S)N1NC(=O)c1ccc(Cl)cc1 (stereo not given),-4%,-32%,3%,145%[activator],-0.5,2%,0,13%,6
Cc1ccc2oc(-c3ccc(C)c(NC(=O)/C=C/c4ccco4)c3)nc2c1,3%,-50%,-4%,?,-1.1,-1%,/,-15%,-12
Cc1cc(N2CCN(Cc3nc(-c4ccc(F)cc4)oc3C)CC2)cc(C)n1,-2%,-16%,1%,-15%,0.0,-10%,18,-4%,-3
Cc1cc2c(cc1C)NC(c1ccccn1)C1=C(CC(C)(C)CC1=O)N2 (stereo not given),4%,24%,-6%,1%,0.8,-8%,14,9%,2
O=C(O)CSc1ncnc2scc(-c3ccccc3)c12,-1%,16%,3%,13%,2.3,7%,1,15%,-12
Cc1ccc(F)cc1NC(=O)CSCc1c(C)noc1C,-6%,-6%,0%,81%[activator],0.4,-4%,14,-7%,-2
COc1ccc(C(CNC(=O)C(C)Sc2ccccc2)N2CCOCC2)cc1 (stereo not given),-7%,11%,4%,21%,/,-12%,/,4%,-2
O=C1NC(Cc2ccccc2)C(=O)N1CC(=O)N1CCCc2ccccc21 (stereo not given),-3%,-38%,-1%,-12%,1.8,-25%,-21,8%,-4
O=C(CN1C(=O)S/C(=C\c2cccs2)C1=O)Nc1ccc(O)cc1C(=O)O,1%,-16%[56.9 µM],-10%,?,0.2,-11%,12,-8%,-14
CCOc1cccc(-c2cc(C(=O)Nc3ccon3)c3ccccc3n2)c1,-1%,12%,-5%,15%,0.4,5%,14,-3%,-8
Cc1nc(-c2ccc(Cl)cc2)sc1C1(C)CC(c2ccc([N+](=O)[O-])cc2)=NO1 (stereo not given),4%,-19%,2%,-11%,0.3,-2%,1,-5%,1
CC(C)(C)OC(=O)C[C@@H]1C/C=C\C[C@H](CC(=O)N(CCO)Cc2ccccc2)C(=O)N[C@H](Cc2ccccc2)COC1=O,-3%,-9%,-7%,1%,/,-6%,/,5%,1
CCOC(=O)CNC(=O)/C=C/c1c(Cl)cccc1Cl,4%,3%,0%,-15%,-0.4,-1%,-13,-10%,-7
COc1cc(OC)c(C(=O)Nc2ccc(S(=O)(=O)N3CCCCC3)cc2)cc1OC,-4%,10%,0%,?,0.2,-5%,-4,2%,-7
Oc1ccc(C(=S)N2CCCCC2)cc1,?,-42%,-1%,?,-1.0,/,8,-1%,-1
Cc1ccc(Cn2c(C)cc3c(c2=O)C(c2cccs2)C(C#N)=C(N)O3)cc1 (stereo not given),1%,7%,1%,?,0.9,-14%,-2,4%,3
CCCCOC(=O)C1=C(C)Nc2nnnn2C1c1ccccc1Cl (stereo not given),-7%,5%[11.4 µM],0%,21%,-1.1,-8%,-4,2%,-6
CC(C)(C)OC(=O)N1CCCC1C(=O)N1CCc2ccccc21 (stereo not given),-4%,-17%,-1%,10%,-0.8,3%,-5,5%,-1
CCOc1ccc(/C=N/n2cc(-c3ccccc3)[nH]c2=S)cc1,0%,-22%,4%,?,-0.6,1%,12,-12%,-10
SMILES,Glioma ERSR ind,RGS4 inh,Vif-A3G inh,ALOX12 inh,D2 agonist,Vif-A3F inh,D2 antag,ERG-DNA inh,LDHA block
CCN(Cc1ccc2c(c1)OCCO2)C(=O)CN1C(=O)NC2(CCc3ccccc32)C1=O (stereo not given),0%,17%,-5%,0%,-0.1,0%,7,-11%,-1
COc1ccccc1NC(=O)C(=O)c1cc(C)n(-c2cc(C)cc(C)c2)c1C,-1%,-9%,-4%,-20%,1.0,2%,/,5%,-1
CCOc1ccc(C(=O)NNC(=O)c2cc(S(=O)(=O)N3CCOCC3)ccc2Cl)cc1,1%,-4%,1%,55%[activator],0.2,0%,3,-8%,-5
O=C(c1ccco1)N(CCO)Cc1cc2cc3c(cc2[nH]c1=O)OCO3,-3%,6%,-5%,-12%,1.5,-25%,12,5%,-4
CCC(=O)Nc1ccccc1-c1nc2ccccc2n(CC(=O)Nc2ccccc2OC)c1=O,-3%,1%,?,0%,0.4,-15%,/,0%,-2
COc1ccc(C)cc1NC(=O)c1ccc(OC(F)F)cc1,-2%,-16%,0%,7%,-2.4,1%,-10,-3%,-5
O=C(CN1CCN(c2ccc(O)cc2)CC1)N1CCc2ccccc21,2%,-4%,0%,?,-0.5,?,40*,-1%,28
CC(C)OCCCNC(=S)Nc1ccc2nc3n(c(=O)c2c1)CCCCC3,-1%,-34%,-2%,-13%,/,?,/,-3%,-1
CCOC(=O)NC(=O)/C(N=Nc1cccc(C(F)(F)F)c1)=C(\C)O,-4%,7%,7%,-14%,-1.1,-13%,-9,0%,-8
Cc1c(NC(=O)CSc2nncc3ccccc23)c(=O)n(-c2ccccc2)n1C,-3%,-8%,-1%,?,-0.3,-2%,-9,-3%,-4
CCc1cc2c(=O)[nH]c(Cc3ccccc3)nc2s1,-4%,-50%,2%,13%,1.1,1%,20,-5%,-4
O=C(CCCN1C(=O)/C(=C/c2ccccc2)SC1=S)N1CCOCC1,0%,11%,-3%,-29%,0.3,15%,2,11%,1
Nc1nc(C23CC4CC(CC(Cl)(C4)C2)C3)cs1,4%,-11%,-6%,182%[activator],0.1,-4%,-8,-4%,-3
COc1cccc(OCc2cc(C(=O)NCc3ccccn3)no2)c1,2%,39%,-6%,11%,0.1,11%,12,0%,2
CCOC(=O)N1CCC(N2C(=O)c3ccccc3C2Nc2ccc(C)cc2)CC1 (stereo not given),-4%,-8%,-5%,3%[57.4 µM],-0.2,0%,-7,2%,0
COc1cc(/C=C/c2nc(C#N)c(NCCc3ccccc3)o2)cc(OC)c1OC,-2%,-2%,-9%,?,18,-11%,/,-1%,3
CCCN1C(=O)c2ccc(C(=O)NC3CCCCC3)cc2C1=O,1%,-3%,3%,48%[activator],0.2,1%,12,3%,3
Cc1cc(Nc2ccc(F)cc2F)nc(-n2nc(C)cc2C)n1,-1%,15%,4%,-15%,-2.1,1%,/,2%,-7
Cc1cc(O)c(C(=O)Cc2csc(C)n2)c(O)c1,5%,-21%,1%,-14%,-0.9,-1%,10,-15%,5
Cn1cnnc1SCc1nnc(-c2ccccc2Br)o1,1%,-6%,-3%,i,0.1,-1%,-1,-8%,-2
O=C(CSC1=Nc2ccccc2C2CC=NN12)Nc1ccc(F)c(F)c1F (stereo not given),1%,3%,1%,420%[activator],0.2,0%,-17,-13%,-10
CCOC(=O)C(=CNc1nc(-c2ccc3ccccc3c2)cs1)C(=O)OCC,3%,6%[56.9 µM],-15%,0%,0.8,10%,3,11%,-2
O=Nc1ccc(NOC(=O)c2ccccc2)cc1,-3%,22%,-5%,-7%,-0.3,-14%,-14,-6%,-2
O=C(Nc1ccc(S(=O)(=O)N2CCCCC2)cc1)c1ccc(F)cc1,1%,9%,2%,-18%,-2.9,4%,-19,2%,-3
COc1ccccc1CN1C[C@@H]2C[C@@H](c3ccccc3C)N3CCC[C@@]23C1=O,-2%,15%,1%,-9%,-0.8,-4%,-3,15%,-3
Cc1ccc(C)c(CSC2=NN3CCCC(=O)N=C3S2)c1,-1%,-4%,0%,-14%,-0.2,-8%,3,0%,-3

# Three compounds already listed, ordered by SMILES length, high to low.
SMILES,Glioma ERSR ind,RGS4 inh,Vif-A3G inh,ALOX12 inh,D2 agonist,Vif-A3F inh,D2 antag,ERG-DNA inh,LDHA block
CCOC(=O)N1CCC(N2C(=O)c3ccccc3C2Nc2ccc(C)cc2)CC1 (stereo not given),-4%,-8%,-5%,3%[57.4 µM],-0.2,0%,-7,2%,0
COc1cccc(OCc2cc(C(=O)NCc3ccccn3)no2)c1,2%,39%,-6%,11%,0.1,11%,12,0%,2
O=Nc1ccc(NOC(=O)c2ccccc2)cc1,-3%,22%,-5%,-7%,-0.3,-14%,-14,-6%,-2

# Screening results (PubChem)
